Source: PubChem BioAssay (several laboratories)
HSF-1 act: HSF-1 activators, primary screen, NIH3T3-HGL cells, MG132 stress, luminescence, single point. hit rate 1.7% among 300,000. NIH3T3-HGL HSF-1 luciferase reporter, 8 h; 100% = twice DMSO control signal. activation, % at 9 µM;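 active means mean replicate activation of at least 50% with a set share of replicates each reaching 50%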;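 further: 0% = median of the neutral control wells and 100% = twice that signal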
aSyn 5UTR inh: MLPCN primary screen, SNCA 5' untranslated region; alpha-synuclein 5'UTR reporter, inhibitor activity; inhibition, % (tested at 7.5 µM); AID 1813, 2009; hit rate 0.82% among 300,000; in the data active means inhibition above about 60%;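 further: H4 neuroglioblastoma cells stably carrying SNCA 5'UTR luciferase fusion; 0% = DMSO wells and 100% = positive control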
IEC-6 cytotox: cytotoxicity in IEC-6 intestinal epithelial cells, primary screen, cytotoxicity control for KLF5 inhibitor project, cell-based, luminescence | hit rate 0.78% among 290,000 | IEC-6 cytotoxicity, luminescence viability | inhibition, % at 5 µM | AID 1825, 2009; in the data active means inhibition above about 22%;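 further: 0% = plate median of test compound wells and 100% = cytotoxic reference compound wells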
AI-2 QS mod: Vibrio harveyi AI-2 quorum sensing modulators, primary screen, JMH597 strain, luminescence/OD600 ratio. Vibrio harveyi JMH597 AI-2 luminescence/OD600 ratio, 9 h; stronger effect = lower value; strain lacks LuxN and CqsS sensors; 0 = neutral-control median. activity change, % at 7.5 µM. AID 2094, 2009. hit rate 0.4% among 300,000; in the data active means activity change below about -75%, passing the limit was not always enough;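 further: luminescence divided by OD600 gain over 9 h not by final OD600 alone; inactives centre near 13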
KLF5 inh: KLF5 expression inhibitors, primary screen, DLD-1 cells, luminescence; AID 1700, 2009; DLD-1 KLF5 promoter-luciferase reporter; inhibition, % at 5 µM; hit rate 0.23% among 290,000;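 active means inhibition above a per-plate limit of that plate's mean compound inhibition plus 3 SD, cut at about 60% in these data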;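 further: 0% = DMSO wells and 100% = LY294002 at 200 µM; higher means less KLF5 promoter-driven luciferase light; inactives centre near -14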
HIF activator: HIF pathway transcriptional activators, primary screen, cell-based, U2OS HRE-luciferase, luminescence; hit rate 0.32% among 300,000; AID 1910, 2009; U2OS HRE-luciferase reporter; normalized: DMSO 0%, desferrioxamine 100%; activation, % at 7.5 µM (by protocol);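 active means mean activation of at least 10% of the iron chelator positive control signal, with at least half of replicates also reaching 10%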
HSP90 inh: HSP90 inhibitors, primary screen, cell lysate, luminescence; Heat shock protein HSP 90 (rabbit reticulocyte lysate; luciferase refolding); hit rate 0.91% among 290,000; Rabbit reticulocyte lysate, luciferase refolding luminescence, 3 h; inhibition, % at 5.6 µM; AID 1789, 2009;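 active means inhibition above the screen-wide mean plus 3 SD, computed separately per campaign, cut at about 16% in these data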;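 further: 0% = DMSO wells and 100% = 60 µM geldanamycin wells; inhibitors lower the luminescence because luciferase stays unfolded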
Platelet DG rel: inhibitors of platelet dense granule secretion, primary screen, cell-based, MLPCN, human platelets | human platelet-rich plasma, SFLLRN dense granule ATP release, luminescence | inhibition, %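 (compounds screened at 7.5 µM in platelet-rich plasma)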 | hit rate 0.22% among 300,000;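 active means mean replicate score, as percent of positive control, at or above 50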
HDAC3 inhib: HDAC3 deacetylase inhibitors, primary screen, biochemical, fluorescence, cell-free homogeneous; Histone deacetylase 3 (Homo sapiens), O15379; recombinant HDAC3, fluorogenic peptide/trypsin coupled; inhibition, % at 8.3 µM; hit rate 0.15% among 320,000; AID 2718, 2010; in the data active means inhibition above about 26%, passing the limit was not always enough
Target sequence (O15379 whole entry, looked up): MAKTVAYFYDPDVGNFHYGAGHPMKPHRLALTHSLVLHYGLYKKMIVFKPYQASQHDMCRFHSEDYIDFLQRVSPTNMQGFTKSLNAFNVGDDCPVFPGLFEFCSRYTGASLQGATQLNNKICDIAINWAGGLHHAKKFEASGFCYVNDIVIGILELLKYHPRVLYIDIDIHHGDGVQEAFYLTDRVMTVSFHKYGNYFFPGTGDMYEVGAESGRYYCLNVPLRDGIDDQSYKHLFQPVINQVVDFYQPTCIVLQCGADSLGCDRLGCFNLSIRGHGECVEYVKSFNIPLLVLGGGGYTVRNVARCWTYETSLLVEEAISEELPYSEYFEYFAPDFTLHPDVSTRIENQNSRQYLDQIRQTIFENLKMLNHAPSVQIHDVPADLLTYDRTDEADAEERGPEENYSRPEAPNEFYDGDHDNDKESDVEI
HSF1 inh: HSF1 inhibitors in luciferase reporter cells, primary screen, cell-based, NIH3T3, luminescence | NIH3T3-HGL HSE-luciferase, MG132-induced, luminescence 8 h; stronger effect = lower value | activity change, negative = inhibition, % at 7.5 µM (by protocol) | hit rate 0.77% among 300,000;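 active means more than half of replicate wells show activity change below -50%, luminescence cut by over half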;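 further: luciferase reports HSF-1 transcriptional activity via heat shock element; 0% = median of DMSO wells and -100% = zero luminescence signal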
An asterisk follows results filed as active; . = not tested or not shown; & = joins results of further samples; ! = a repeat was not active. Hits appear at their usual frequency; 5% or so of the library scored in one or more.

canonical_smiles,HSF-1 act,aSyn 5UTR inh,IEC-6 cytotox,AI-2 QS mod,KLF5 inh,HIF activator,HSP90 inh,Platelet DG rel,HDAC3 inhib,HSF1 inh
O=C(N/N=C/c1ccccc1[N+](=O)[O-])c1cnccn1,16.5,-27.7,2.6,-3.0,-40.6,1.0,-1.4,0.0,1.8,5.5
O=[N+]([O-])c1ccc(/C=N/N2CCN(Cc3ccccc3)CC2)cc1,-22.2,-33.9,-0.7,-34.6,-12.1,2.0,-2.0,1.8,-6.5,-3.5
COc1ccc(C(=O)Nc2nnc(S(=O)(=O)N3CCOCC3)s2)cc1,-9.5,10.1,0.5,10.4,-8.0,-0.6,-2.5,1.9,0.2,-4.0
Cc1ccc(NC(=S)c2ccccc2)cc1,-31.3,-151.5,-8.5,11.9,-88.5,2.0,-3.7,-4.0,0.7,-23.7
Cn1cccc1C(=O)C(=O)Nc1ccc(F)c(F)c1,62.7*,-175.8,-2.8,13.3,-70.0,0.7,-7.7,24.0,.,22.9
CCOC(=O)N1CCN(C(=O)c2nc3ccccc3s2)CC1,3.6,-92.7,3.6,19.4,-20.2,-1.9,-2.4,-0.9,-2.6,17.3
CCC(C)(C(=O)NC1CCCC1)N(C(=O)c1cnccn1)c1c(C)n(C)n(-c2ccccc2)c1=O (stereo not drawn),11.3,-28.5,0.0,-7.3,8.8,-0.4,0.9,-4.7,5.0,-1.4
CC(=O)Nc1ncc(N=Nc2cccc(C(F)(F)F)c2)s1,32.6,-78.5,-0.4,16.8,-102.4,1.1,-0.1,-7.9,-1.6,18.7
CCN(CC)S(=O)(=O)c1ccc(O)c(C(=O)OCC(=O)NC2CCCC2)c1,12.8,5.3,1.8,5.6,-26.7,-1.3,3.0,4.6,1.3,-8.0
CCOc1cc2[nH]c(=S)n(CCCN(CC)CC)c(=O)c2cc1OCC,0.9,4.6,-2.0,2.8,-0.8,0.1,-0.3,-3.5,5.5,-4.8
O=C(Nc1cccc(Cl)c1N1CCOCC1)c1cccs1,2.2,3.3,-3.8,22.8,-17.2,0.6,-1.7,0.3,-2.8,1.1
CCN(CC(=O)NC1CCS(=O)(=O)C1)c1ccc(S(C)(=O)=O)cc1[N+](=O)[O-] (stereo not drawn),-11.4,1.1,2.6,39.4,-6.7,-1.1,2.9,-15.2,11.7,-3.9
O=C(O[C@@H]1Cc2c(O)cc(O)cc2O[C@@H]1c1cc(O)c(O)c(O)c1)c1cc(O)c(O)c(O)c1,2.0,3.3,-7.1,34.8,4.3,-0.7,2.5,-4.5,.,4.1
Clc1cc(Br)ccc1OCCOCCN1CCOCC1,-2.2,-28.5,-0.6,26.3,-27.9,0.4,-2.4,-3.2,4.0,-1.9
COc1ccc(Cc2nc3ccccc3n2C)cc1,8.7,23.7,0.3,7.6,-52.7,-0.5,-0.4,4.3,3.2,-1.8
CCn1cc(CN2CCC(Oc3ccc(C(=O)N4CCCCC4)cc3)CC2)cn1,12.4,-4.6,-5.4,13.9,-17.0,1.1,-4.0,-0.7,0.3,4.6
CC1CCCCN1C(=O)CSc1nnc(-c2ccccc2F)o1 (stereo not drawn),19.3,-84.1,0.3,22.3,-78.3,3.0,6.7,-4.3,-5.9,14.7
Cc1cc(NS(=O)(=O)c2ccc(NC(=S)NC(=O)c3ccncc3)cc2)no1,1.7,-5.9,0.6,7.8,2.6,0.0,4.1,16.5,.,-7.0
COc1cc(OC)cc(N2CCN(S(=O)(=O)c3ccc(-n4cnnn4)cc3)CC2)c1,-17.5,-16.1,-1.2,11.3,-27.2,-0.2,1.4,0.6,-8.9,3.1
CC(=O)NNc1ncnc2c1cnn2-c1ccc(C)cc1,3.7,-33.2,-5.1,25.1,-45.3,1.9,-1.7,-3.0,-0.9,7.1
COc1ccc(C(=O)NC(=S)NNC(=O)Cc2cccs2)cc1,9.2,-42.2,12.7,65.7,-6.8,0.3,4.6,0.0,0.6,0.0
COc1ccc(C2CC(=O)OC3=C2C(=O)CC(C)(C)C3)c(OC)c1 (stereo not drawn),-4.9,15.5,-2.8,7.1,-21.6,-0.2,3.8,4.7,-2.4,-1.5
Cc1ccc(-c2nc(S(=O)(=O)c3ccc(C)cc3)c(SCC(N)=O)o2)cc1,11.4,16.0,-4.8,20.5,2.0,-0.2,0.1,-9.0,2.6,-2.4
CCOC(=O)CN(C(=O)Cn1nnc(-c2ccc(OC)cc2)n1)C(C(=O)NC1CCCC1)c1ccc(F)cc1 (stereo not drawn),14.0,-0.1,-7.5,-1.5,-12.4,-0.2,-4.1,-41.4,2.1,2.6
COc1ccc(NC(=O)c2ccc3c(=O)n(CC4CCCO4)c(=S)[nH]c3c2)c(OC)c1 (stereo not drawn),3.5,-2.7,3.4,8.8,20.1,-0.3,-2.2,3.5,-0.1,-3.4

In the list so far, two have a Cl atom.
canonical_smiles,HSF-1 act,aSyn 5UTR inh,IEC-6 cytotox,AI-2 QS mod,KLF5 inh,HIF activator,HSP90 inh,Platelet DG rel,HDAC3 inhib,HSF1 inh
O=C(Nc1cccc(Cl)c1N1CCOCC1)c1cccs1,2.2,3.3,-3.8,22.8,-17.2,0.6,-1.7,0.3,-2.8,1.1
Clc1cc(Br)ccc1OCCOCCN1CCOCC1,-2.2,-28.5,-0.6,26.3,-27.9,0.4,-2.4,-3.2,4.0,-1.9

Additional entries.
canonical_smiles,HSF-1 act,aSyn 5UTR inh,IEC-6 cytotox,AI-2 QS mod,KLF5 inh,HIF activator,HSP90 inh,Platelet DG rel,HDAC3 inhib,HSF1 inh
COc1ccc(C(=O)N2CCN(C(=O)C3COc4ccccc4O3)CC2)cc1OC (stereo not drawn),-6.6,9.8,5.4,-3.9,-10.6,-0.4,2.2,6.1,18.6,0.1
CCOC(=O)C1(Cc2ccc(Cl)cc2)CCN(CCCn2cccn2)CC1,.,.,-2.7,14.1,-8.2,.,-1.6,-19.1,-1.2,.
CC(C)c1ccc(/C=N/n2c(-c3ccccc3)n[nH]c2=S)cc1,-0.8,28.3,5.8,19.5,-14.5,0.4,0.4,-2.8,-8.7,-1.3
CN(C)S(=O)(=O)c1cccc(NC(=O)CSc2nc3c(cc2C#N)C(=O)CC(C)(C)C3)c1,38.2,28.1,10.0,16.1,3.5,0.6,-0.3,27.3,3.7,29.1
O=C(CSc1nnnn1C1CCCCC1)Nc1ccc(F)cc1,7.8,-2.0,-6.4,11.3,-29.2,0.0,0.6,9.7,0.8,-6.1
CN1C(=O)c2cccc3c(S(N)(=O)=O)ccc1c23,-8.3,4.7,1.8,-2.9,-20.4,-0.6,-2.4,-13.5,-8.3,-1.6
CC(C)C(NC(=O)c1ccc(S(=O)(=O)N2CCOCC2)cc1)c1nc2ccccc2[nH]1 (stereo not drawn),-2.9,-6.4,0.0,10.3,0.2,-0.4,-0.1,-2.7,-2.5,1.3
O=C(c1ccc(Cl)c(S(=O)(=O)N2CCOCC2)c1)N1CCCCC1,14.9,13.3,3.0,5.5,-15.9,-0.2,-2.0,-5.2,-7.7,-0.1
COCC(=O)N(Cc1cc2ccccc2[nH]c1=O)c1ccccc1OC,-6.1,16.3,-4.3,20.3,-24.1,-0.2,-0.3,4.5,0.1,-3.4
CCC(C)(C)C1CCc2c(sc(NC(=O)c3ccoc3C)c2C(N)=O)C1 (stereo not drawn),-15.7,4.7,2.1,-9.3,-4.1,-0.4,-1.8,-9.7,-6.2,-5.0
Nc1cc(-c2ccccc2)ccc1O,4.0,-117.7,-5.3&-5.6,30.0,-22.1&-1.8,0.1,23.7*!,-0.3,-7.7,4.6
Cc1ccc(S(=O)(=O)NCc2ccncc2)cc1C(=O)NCC(C)C,0.7,-23.8,7.7,13.7,-12.6,-0.5,2.1,9.4,-6.4,3.7
COc1cc(NC(=O)CSc2nc(=O)n(CCCN3CCOCC3)c3c2CCC3)cc(OC)c1,4.5,-7.1,.,17.3,.,-58.9,.,-9.4,-4.1,-2.6
OC(c1ccc(Cl)cc1)C(O)c1nc2ccccc2[nH]1 (stereo not drawn),28.2,-14.2,-0.2,21.5,-26.1,-0.1,0.2,-1.1,-1.0,11.5
COC(=O)Cn1c(=NC(=O)c2ccc(S(=O)(=O)N3CCc4ccccc4C3)cc2)sc2cc(OC)ccc21,.,13.1,-7.3,13.8,-21.6,.,-2.8,-2.8,-7.0,.
Cc1csc(SCC(=O)Nc2ccccc2)n1,-1.1,-35.3,9.4,0.8,-6.8,3.4,-6.4,8.3,1.6,1.4
CCc1noc(C)c1C(=O)Nc1ccc(S(=O)(=O)N2CCCCC2)cc1,11.1,-7.1,.,22.1,.,1.5,.,-13.7,6.5,-2.3
CCOC(=O)C1(CCCc2ccccc2)CCN(C(=O)Cn2nc(C)nc2C)CC1,-10.6,1.1,-6.8,8.4,-21.7,0.0,-3.1,-5.1,6.6,-2.4
COc1ccccc1C1=NN(C(=S)Nc2ccccc2)C(c2ccco2)C1 (stereo not drawn),52.2*,-154.1,-1.4,6.2,-20.7,2.7,-3.3,-0.2,-2.2,41.6
Cc1oc(CC(C)C)cc1C(=O)NCCCC(=O)O,20.6,17.2,0.3,28.8,-18.3,1.8,3.2,-6.1,-1.3,0.3
CCOc1ccc(Nc2nc(NCCN3CCOCC3)nc(OC)n2)cc1,-5.7,4.0,1.7,5.0,-4.1,-0.4,-0.4,-0.1,5.7,1.8
CCOC(=O)c1cnc2ccccc2c1NCCc1ccc(OC)c(OC)c1,2.5,42.2,1.4,16.9,-13.2,0.5,1.9,-4.4,5.3,-3.1
CC(C)NC(=O)COc1coc(CN2CCN(c3ccccc3)CC2)cc1=O,-63.4,1.7,-1.0,21.7,-13.5,-1.0,2.4,2.7,-0.6,-52.8*
CCN1CCN(C(=O)CCc2nnc3ccc(N4CCC5(CC4)OCCO5)nn23)CC1,-1.7,-2.2,1.2,1.5,15.9,0.1,-3.5,-1.1,-0.2,3.3
NC(=O)c1cccnc1Nc1cccc([N+](=O)[O-])c1,28.8,-109.2,3.3,32.7,-103.1,3.9,-0.3,0.9,.,24.3

New compounds follow.
canonical_smiles,HSF-1 act,aSyn 5UTR inh,IEC-6 cytotox,AI-2 QS mod,KLF5 inh,HIF activator,HSP90 inh,Platelet DG rel,HDAC3 inhib,HSF1 inh
C/C(=N\NC(=S)NC1CCCCC1)c1ccc(OC(F)F)cc1OC(F)F,1.6,9.7,3.5,26.8,-8.4,-0.8,1.1,-2.2,1.8,-2.1
COc1ccc(NC(=O)CSc2nnc(C)n2Cc2ccccc2)cc1,34.3,9.3,0.7,9.0,-13.9,-0.2,-1.3,-0.3,4.1,8.3
CCOc1ccc(CNS(=O)(=O)c2cc(CN3C(=O)c4cccnc4C3=O)ccc2OC)cc1,-5.1,3.1,9.0,-0.3,-11.9,-0.6,0.7,4.6,-0.4,-1.0
Cn1cc(S(=O)(=O)N2CCC(C(N)=O)CC2)c(=O)n(C)c1=O,-7.7,24.8,3.8,8.4,-23.7,-0.4,1.8,-1.5,-0.1,3.1
O=C(NCCCCNC(=O)c1ccccc1Br)c1ccccc1Br,-6.0,24.1,.,2.0,.,-0.5,.,0.4,7.0,-1.3
